# PV pol inh – poliovirus RNA polymerase inhibition. P03300. poliovirus polymerase elongation, fluorescence polarization; stronger effect = lower value. % elongation, % (compound at 16.7 µg/mL). actives 0.66% (n = 150,000). AID 588519; in the data active = % elongation below about 90%; note: some results filed as inactive read as strong as hits
# Target sequence (P03300 1749-2209 limits assumed): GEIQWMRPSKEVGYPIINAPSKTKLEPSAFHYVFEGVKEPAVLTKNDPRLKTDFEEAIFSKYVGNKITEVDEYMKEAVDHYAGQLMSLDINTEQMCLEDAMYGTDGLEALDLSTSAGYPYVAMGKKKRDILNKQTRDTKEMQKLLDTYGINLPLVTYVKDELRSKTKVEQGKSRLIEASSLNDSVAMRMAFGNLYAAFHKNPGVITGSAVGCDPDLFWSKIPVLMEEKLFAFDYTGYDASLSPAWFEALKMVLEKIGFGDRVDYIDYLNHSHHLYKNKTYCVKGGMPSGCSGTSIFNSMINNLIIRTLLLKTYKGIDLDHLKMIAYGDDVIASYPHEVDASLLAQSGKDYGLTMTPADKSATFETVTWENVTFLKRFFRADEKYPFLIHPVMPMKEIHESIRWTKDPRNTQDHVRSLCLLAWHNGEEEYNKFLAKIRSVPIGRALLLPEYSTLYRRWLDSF
# PV pol inh FP z-score – also measured in PV pol inh; calls as there; z-score; measured here: FP z-score; hits read low
# * hit, by the source's call. An excerpt; rates above refer to the full screens.
# The first 4 entries as a preview:
SMILES,PV pol inh,PV pol inh FP z-score
O=C(CSc1nc2ccccc2n1Cc1ccccc1)NCc1ccccc1,108,0.4
COc1cc(C(=O)N/N=C(\C)c2ccc(-n3ccnc3)cc2)cc(OC)c1OC,106,0.5
CCc1ccc(CNC(=O)c2c(C)oc3ncn(CC(C)C)c(=O)c23)cc1,105,-0.3
Nc1nc(-c2ccccc2)cn1Nc1ccccc1,103,0.5

# Results, previewed entries included:
SMILES,PV pol inh,PV pol inh FP z-score
O=C(CSc1nc2ccccc2n1Cc1ccccc1)NCc1ccccc1,108,0.4
COc1cc(C(=O)N/N=C(\C)c2ccc(-n3ccnc3)cc2)cc(OC)c1OC,106,0.5
CCc1ccc(CNC(=O)c2c(C)oc3ncn(CC(C)C)c(=O)c23)cc1,105,-0.3
Nc1nc(-c2ccccc2)cn1Nc1ccccc1,103,0.5
O=C(Nc1ccccc1)c1cccc(S(=O)(=O)N2CCOCC2)c1,100,-0.4
Cc1cccc(C(=O)Nc2ccccc2C#N)c1,100,-0.6
O=C(Nc1ccc(-c2nc3ncccc3o2)cc1)c1ccc(-c2cc3ccccc3oc2=O)cc1,100,-0.1
Cc1ccc(N(C)C(=O)C2CCN(S(=O)(=O)c3c(C)noc3/C=C/c3c(C)cc(C)cc3C)CC2)cc1,100,-1.5
Cc1ccc(S(=O)(=O)N2C(=O)CCC2C(=O)N(Cc2nc(-c3cccc(C)c3)no2)C(C)C)cc1 (stereo not given),102,-0.7
N#CC1=C(N)Oc2c(oc(CO)cc2=O)C1c1ccsc1 (stereo not given),100,-0.3
CCOc1ccccc1-c1nnc(SC(C(=O)N(C)C)c2ccccc2)o1 (stereo not given),101,-0.2
CC1CCc2c(sc(NC(=O)COc3ccccc3C(C)(C)C)c2C#N)C1 (stereo not given),95,-1.2
C=CCN(CC=C)C(=O)c1ccc(SC)cc1OC,104,0.6
CN1/C(=C\C(=O)CN(Cc2ccco2)S(=O)(=O)c2ccc3c(c2)OCCO3)C(C)(C)c2ccccc21,104,-0.4
C/C(=N\OCc1ccc(C#N)cc1)c1ccccc1,97,-0.7
O=C([C@@H](c1ccccc1)N1Cc2ccccc2C1=O)N1CCCC1,102,-0.3
O=C1C2C(c3ccccc3)C=CC(c3ccccc3)C2C(=O)N1CCCO (stereo not given),101,0.2
CCOC(=O)c1c(CC(C)C)csc1/N=C/C1C(=O)CCCC1=O,101,-0.2
Cc1c(-c2ccccc2)c(=O)oc2ccc(OC(=O)N3CCOCC3)cc12,103,-1
CCCCn1nnnc1COC(=O)c1cc(OC)c(OC)cc1NC(=O)c1ccco1,108,0.7
Cc1cccc(OCC(=O)Nc2ccc(CN3CCOCC3)cc2)c1C,103,0.5
COC(=O)c1sc(NC(=O)CN2CCCCC2C)c(C(=O)OC)c1C (stereo not given),100,0
Nn1c(-c2ccccn2)nnc1-c1ccccn1,104,0
COc1ccc(N(/N=C2\Sc3ccccc3C2=O)C(C)=O)cc1,96,-1.2
CCCN(CCC)C(=O)/C=C/c1cc(OC)c(OC)c(OC)c1,101,0.1

# Reprinted at random: three compounds from above.
SMILES,PV pol inh,PV pol inh FP z-score
COC(=O)c1sc(NC(=O)CN2CCCCC2C)c(C(=O)OC)c1C (stereo not given),100,0
COc1cc(C(=O)N/N=C(\C)c2ccc(-n3ccnc3)cc2)cc(OC)c1OC,106,0.5
Cc1cccc(C(=O)Nc2ccccc2C#N)c1,100,-0.6

# Additional structures follow:
SMILES,PV pol inh,PV pol inh FP z-score
CC(C)=C(NC(=O)c1ccccc1)C(=O)N(C)C,100,0.1
CCn1cc(C(=O)NCCCOC)c(=O)c2cc(S(=O)(=O)N3CCCC3)ccc21,105,0.1
CC(C)[C@H](NC(=O)c1cccc(S(=O)(=O)N2CCOCC2)c1)C(=O)Nc1nc2ccccc2s1,104,-0.2
CCN(C(=O)Cn1c(=O)oc2cc(S(=O)(=O)N3CCCC3)ccc21)c1ccccc1,104,0.7
CCCn1c(=O)cc(N)n(-c2ccc(OC(F)(F)F)cc2)c1=O,101,-0.4
NN1C(=O)NC2(CCCCC2)C1=O,106,0.4
c1ccc(OCCCn2cnc3ccccc32)cc1,104,0.6
CC(C)(C)OC(=O)N1CCC(c2c(C(=O)NCCN3CCOCC3)cnn2-c2cccc(Cl)c2)CC1,105,-0.4
N#C/C(=C\c1ccccc1F)c1ccccc1,105,0.2
Cc1nn(Cc2ccccc2)c(C)c1NC(=O)c1cc(C(C)C)on1,104,0.2
Cc1cc(-n2c(C)nc3ccccc3c2=O)ccc1NC(=O)C(F)(F)F,103,-1
COC(=O)c1ccc(Cn2c[n+](N)cn2)cc1,100,-0.3
O=C(NCc1ccc2c(c1)OCO2)C(F)(F)F,103,0
Cc1nc2cc(C(=O)Nc3ccc(Cn4ccnc4)cc3)ccc2n1-c1ccccc1,109,1.3
CCOC(=O)c1c(-c2ccccc2)oc2ccc(N(C(C)=O)S(=O)(=O)c3ccc(C)cc3)cc12,105,0.2
CCOC(=O)c1cn(CC(=O)Nc2ccc(OC)cc2OC)nn1,105,0.2
Cc1cccc(CSc2nc3c(cc2C#N)CN(C)CC3)c1,103,0.5
O=C(c1cc(-c2ccccc2)on1)N1CCCc2ccccc21,102,0.4
COc1ccc(OC)c(C(=O)c2coc3ccc(O)cc23)c1,105,0.2
COC(=O)c1ccc2c(=O)n(CCc3ccc(S(N)(=O)=O)cc3)c(SCC(=O)C(C)(C)C)nc2c1,103,-0.6
CC1CC(CCC(=O)NC(=S)Nc2ccc(S(N)(=O)=O)cc2)C(=O)O1 (stereo not given),101,0.2
COC(=O)c1ccc(NC(=O)CN(C)S(=O)(=O)c2ccc3c(c2)CCCC(=O)N3)cc1,111,0.7
O=C(C1CC1)N1CCN(c2nc3c(F)cc(F)cc3s2)CC1,105,-0.5
N#Cc1nc(-c2ccc(F)cc2)oc1NC1CCCCC1,102,0.3
COc1cc(C)c(CSCC(=O)O)cc1OC,96,-1.2

# Ordered by length of the SMILES (largest number first): part of the list above
SMILES,PV pol inh,PV pol inh FP z-score
COC(=O)c1ccc2c(=O)n(CCc3ccc(S(N)(=O)=O)cc3)c(SCC(=O)C(C)(C)C)nc2c1,103,-0.6
CCOC(=O)c1c(-c2ccccc2)oc2ccc(N(C(C)=O)S(=O)(=O)c3ccc(C)cc3)cc12,105,0.2
CC(C)(C)OC(=O)N1CCC(c2c(C(=O)NCCN3CCOCC3)cnn2-c2cccc(Cl)c2)CC1,105,-0.4
Cc1nc2cc(C(=O)Nc3ccc(Cn4ccnc4)cc3)ccc2n1-c1ccccc1,109,1.3
CC1CC(CCC(=O)NC(=S)Nc2ccc(S(N)(=O)=O)cc2)C(=O)O1 (stereo not given),101,0.2
N#Cc1nc(-c2ccc(F)cc2)oc1NC1CCCCC1,102,0.3

# Continuation.
SMILES,PV pol inh,PV pol inh FP z-score
COc1ccc(NC(=O)CSc2nnc(-c3nonc3NC(C)=O)n2C)cc1Cl,103,-0.8
NNC(=O)c1nc(-c2cccc(-n3cccc3)c2)no1,100,-0.4
C[N+](C)(C)CCC(O)c1ccccc1 (stereo not given),102,0.1
CCN(C(=O)C1CCN(c2ncnc3c2nc2n3CCCCC2)CC1)c1cccc(Cl)c1,112,1.2
COc1ccc(C(C(=O)NCc2ccccc2)N(Cc2ccco2)C(=O)c2cnccn2)cc1 (stereo not given),99,-0.8
Cc1cc(C)cc(NC(=O)C2CCCN(S(=O)(=O)c3c(C)noc3C)C2)c1 (stereo not given),103,1
CC(C)c1nc2ccc(C(=O)NCCCN3CCN(c4ccccc4F)CC3)cc2o1,105,-0.5
CC(C)(C)c1cc2n(n1)C1=NCCN1C=N2,105,0.2
COc1ccc(-n2cc(-c3ccccc3)c3c(NC4CCCCC4)ncnc32)cc1,107,0.1
OC1(c2ccc(Br)cc2)NN=C2CCCCCN21 (stereo not given),103,0.8
O=C1OCCC1Sc1nc2sccc2c(=O)n1-c1ccccc1 (stereo not given),108,0.8
COC(=O)c1cc(C(=O)OC)cc(N2Cc3nccnc3C2=O)c1,100,-1.1
O=c1n(-c2ccccc2)c(=O)n2n1C1C=CC2C1,105,0.2
CC(=O)N1CCc2cc(Br)cc(S(=O)(=O)CCC(=O)N3CCN(c4ccccc4Cl)CC3)c21,102,-0.8
COc1ccccc1-n1nnnc1SC(C)c1nnc(-c2ccc(F)cc2)o1 (stereo not given),94,-1.5
CCc1ccc(CN(C)C(=O)C2=CC=CN3CCS(=O)(=O)N=C23)cc1,104,0.3
CCc1ccc(NC(=O)c2cc(C)no2)cc1,102,0.2
O=c1ccc(S(=O)(=O)N2CCCC2)cn1Cc1coc(-c2ccccc2)n1,103,-0.1
CC1Sc2ccc(C(=O)Nc3ccc(N4CCOCC4)cc3)cc2NC1=O (stereo not given),102,-0.1
O=C1c2ccccc2C(=O)N1CCC(c1ccccc1)c1ccco1 (stereo not given),102,0.7
CC1CCCCN1C(=O)c1cc(-c2ccc(F)cc2)no1 (stereo not given),102,0.2
CCN(CC)C(=O)Oc1cc2c(-c3cc4cccc(OC)c4o3)cc(=O)oc2cc1C,103,0.3
CCN1CCN(C(=O)CCCN2C(=O)c3ccccc3Sc3ncccc32)CC1,100,-0.7
COc1cccc(C(=O)N2c3ncnn3C3(CCCCC3)[C@@H]3CCCC[C@@H]32)c1,106,0.2
COc1ccc(C(=O)Nc2ccc(C(=O)OCc3cc(=O)n4nc(C5CC5)sc4n3)cc2)cc1,107,0.3

# The list goes on, starting with the last 5 of the part before.
SMILES,PV pol inh,PV pol inh FP z-score
CC1CCCCN1C(=O)c1cc(-c2ccc(F)cc2)no1 (stereo not given),102,0.2
CCN(CC)C(=O)Oc1cc2c(-c3cc4cccc(OC)c4o3)cc(=O)oc2cc1C,103,0.3
CCN1CCN(C(=O)CCCN2C(=O)c3ccccc3Sc3ncccc32)CC1,100,-0.7
COc1cccc(C(=O)N2c3ncnn3C3(CCCCC3)[C@@H]3CCCC[C@@H]32)c1,106,0.2
COc1ccc(C(=O)Nc2ccc(C(=O)OCc3cc(=O)n4nc(C5CC5)sc4n3)cc2)cc1,107,0.3
CC1=NNC(=O)/C1=C/C1CC=CCC1 (stereo not given),97,-0.7
CC1=CC(=C2C(=O)c3ccccc3C2=O)C=C(C)N1CCO,99,-0.4
O=C(NNc1ccnc2cc(Cl)ccc12)C1CCCCC1,105,0.1
Cc1ccc(S(=O)(=O)N(CCO)c2cc3c(s2)CCCC3)cc1,102,0.1
O=C(CN1C(=O)COc2ccc(S(=O)(=O)N3CCOCC3)cc21)N1CCN(c2ccccc2)CC1,112,2.3
O=C1c2ccccc2C(=O)N1Cc1cc(Cl)c2cccnc2c1O,100,-0.5
COc1ccc(N(C(=O)C(C)C)S(=O)(=O)c2cccc3cccnc23)cc1,103,0.4
O=C1c2cccnc2C(=O)N1CCc1ccc(S(=O)(=O)N2CCCCC2)cc1,104,0.8
O=C(Nc1cccnc1)N(c1ccccc1)c1ccccc1,106,2.5
CCc1ccc(CNC(=O)C2CCCN(c3nn4cc(-c5ccc(F)cc5)nc4s3)C2)cc1 (stereo not given),109,0.3
Cc1ccc(C)n1C(Cc1ccccc1)C(=O)O (stereo not given),94,-1
N#CCn1ccn(-c2ccc3c(c2)OCO3)c(=O)c1=O,101,-0.6
COc1cccc(N2CCN(CC(=O)C34CC5CC(CC(C5)C3)C4)CC2)c1,102,-0.2
COc1ccc(-c2cn3c(n2)sc2cc(C(=O)Nc4ccc(C)c(C)c4)ccc23)cc1,112,1.4
CC(=O)N1c2ccccc2NC2=C(C(=O)CCC2)C1c1ccccc1 (stereo not given),101,0.4
CCCn1c(C(O)c2ccc(C(C)C)cc2)nc2ccccc21 (stereo not given),104,0.6
Cc1cc(=S)oc2ccccc12,99,-0.3
NS(=O)(=O)c1ccc(CNC(=O)c2cccc(S(=O)(=O)NCC(F)(F)F)c2)cc1,103,0.8
COc1ccc(C2CC(=O)C=C(NCc3ccccc3)C2)cc1 (stereo not given),102,0
COc1ccccc1N1CCN(C(=O)CN2C(=O)COc3ccc(S(=O)(=O)N4CCCCCC4)cc32)CC1,103,-0.6
COc1ccc(C=NCCN2Cc3ccccc3C2=O)cc1OC,99,-0.2
O=C(CCc1nnc2n(CCc3ccccc3)c(=O)c3ccccc3n12)NCCN1CCOCC1,102,0.1
CC(=O)Nc1cccc(Oc2ccc3c(c2)C(=O)N(c2cccc(Cl)c2)C3=O)c1,102,0.2
CSc1nc(NC(=O)NS(=O)(=O)Cc2ccc(Cl)cc2Cl)nc(N2CCCC2)n1,99,-0.7
CCCc1nn2c(=O)cc(COC(=O)c3ccc(NC(=O)C4CCCCC4)cc3)nc2s1,104,-0.5

# Additional records follow:
SMILES,PV pol inh,PV pol inh FP z-score
CC(C)c1ccccc1NC(=O)COc1ccc(Br)cc1,101,-0.1
CCSc1nnc2c(=O)[nH]c(=O)[nH]c2n1,103,0.3
Cc1ccc(-c2nsc(SCC(=O)c3ccc(Cl)cc3)n2)cc1,99,-1
CCCn1c(=S)[nH]c2sc(CC)cc2c1=O,103,0
Cc1c(N2C(=O)SC(CC(=O)O)C2=O)c(=O)n(-c2ccccc2)n1C (stereo not given),102,0
O=C(CC1c2ccccc2Oc2ccccc21)Nc1ccccn1,105,0.2
COC(=O)c1cc(OC)c(OC)cc1NCC(=O)N1CCOCC1,99,-0.5
CO[C@@]1(NC(=O)C2SC(=C(C(N)=O)C(=O)O)S2)C(=O)N2C(C(=O)O)=C(CSc3nnnn3C)CS[C@@H]21 (stereo not given in full),100,0.1
CCn1cc(C(=O)N(Cc2nc3ccccc3c(=O)[nH]2)C(C)C)c(=O)c2ccc(C)nc21,100,-0.6
O=C(O)c1ccc(N2CCOCC2)cc1,102,0.2
Cc1cc(C)c(C#N)c(N)c1C#N,99,-0.4
CC(Nc1ccccc1)C(=O)Nc1cc(C(F)(F)F)ccc1Cl (stereo not given),100,-0.3
Cc1ccc(NC(C)c2cc(Cl)ccc2O)cc1 (stereo not given),101,0.2
COc1ccc(C(=O)CSc2nc3cc(C)ccc3cc2C#N)cc1,107,0.5
O=C(O)CSc1nc2c(c(C(F)(F)F)n1)CCc1ccccc1-2,101,-0.1
Cn1cc(C(=O)N2CCN(c3cccc(Cl)c3)CC2)c(=O)c2cc(S(=O)(=O)N3CCOCC3)ccc21,101,0
O=S(=O)(c1ccccc1)N1CCCC(C(F)(F)F)C1 (stereo not given),107,1.5
CN(Cc1ccccc1)C(=O)/C=C/C(=O)O,104,0.4
CCOC(=O)c1c(C)n(-c2ccccc2)c2ccc(OC(=O)COc3ccc(Cl)cc3)cc12,106,0.5
CCN1C(=O)CC(N2CCC(CCc3ccc(OC)cc3)CC2)C1=O (stereo not given),106,1.7
